RBBP9 inh – inhibitors of human serine hydrolase RBBP9; recombinant RBBP9, FP-Rh probe fluorescence polarization; inhibition, % at 7.94 µM; O75884; actives 0.2% (n = 220,000);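 active = inhibition above the campaign mean of all tested compounds plus 3 SD, cut at about 14% in these data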;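 note: plate controls were DMSO wells with RBBP9 for no effect and wells lacking RBBP9 protein for full effect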
Target sequence (O75884 whole entry, looked up): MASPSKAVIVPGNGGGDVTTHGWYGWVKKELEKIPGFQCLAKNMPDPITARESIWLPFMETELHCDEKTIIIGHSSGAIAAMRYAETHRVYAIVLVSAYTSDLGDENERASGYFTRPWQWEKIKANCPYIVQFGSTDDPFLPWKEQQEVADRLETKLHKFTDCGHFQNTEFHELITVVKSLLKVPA
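Assay system: recombinant human RBBP9; Reagent: Serine-hydrolase probe FP-Rh, 375 nM pre-mixing; Doses: 7.94 µM single dose, 0.794% DMSO; Incubation: 30 min then 45 min, 25 °C; Detection: fluorescence polarization (mP), excitation 525 nm, emission 598 nm; Evaluation: percent inhibition from mP, scaled between DMSO and no-protein wells.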
Runt-SMMHC FRET – Runt domain-CBFb-SMMHC interaction inhibition; Q01196+Q13951; Cerulean-Runt/Venus-CBFb-SMMHC FRET ratio 530/480, 1 h; inhibition, % at 20 µM; actives 0.74% (n = 220,000); AID 1434;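 active = mean inhibition across duplicate retests at 20 µM reaching about 50%, limit read from the data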;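 note: 0% = DMSO wells and 100% = wells with excess untagged CBFb-SMMHC; inhibitors lower the FRET ratio by blocking Runt binding to CBFb-SMMHC; some results filed as inactive read as strong as hits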
Runt-CBFb FRET – blocks binding of human RUNX1 Runt domain to CBFb | Q01196+Q13951 | Cerulean-Runt/Venus-CBFb FRET ratio 530/480, 1 h | inhibition, % at 20 µM | actives 0.46% (n = 220,000);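 active = inhibition over about 50% at 20 µM in the single-dose screen, limit read from the data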;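 note: 0% = DMSO wells and 100% = excess unlabeled CBFb competitor control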
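Buffer or medium: Tris pH 7.5 buffer with BSA. Assay system: Cerulean-labeled Runt domain protein. Amount: each fluorescent fusion protein 100 nM. Read-out basis: loss of energy transfer signal. Incubation: 1 h compound exposure, room temperature. Probe or stimulus: Venus-CBFb binding partner, 100 nM. Detection: FRET, excitation 422 nm, emission at 530 and 480 nm.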
PGE2 EP2 inh – inhibitors of human EP2 prostaglandin E2 receptor. C6 glioma cells expressing human EP2, cAMP TR-FRET; cells stimulated with saturating PGE2. P43116. actives 0.52% (n = 260,000). inhibition, % at 25 µM;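 active = percent inhibition above 40 after rounding to a whole number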;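 note: rat C6 glioma host cells with rolipram phosphodiesterase inhibitor present; the protocol text gives 20 µM as final concentration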
Target sequence (P43116 whole entry, looked up): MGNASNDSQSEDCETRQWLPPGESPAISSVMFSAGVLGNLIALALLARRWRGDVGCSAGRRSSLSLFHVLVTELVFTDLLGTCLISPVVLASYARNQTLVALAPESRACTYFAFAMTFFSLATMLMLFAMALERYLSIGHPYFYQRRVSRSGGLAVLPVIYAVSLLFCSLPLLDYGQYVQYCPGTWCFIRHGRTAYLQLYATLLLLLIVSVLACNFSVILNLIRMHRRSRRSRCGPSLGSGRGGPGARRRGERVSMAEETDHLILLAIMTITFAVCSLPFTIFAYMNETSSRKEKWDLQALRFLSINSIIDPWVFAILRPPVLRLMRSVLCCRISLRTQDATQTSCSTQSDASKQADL
TNF death inh – blocks TNF-alpha induced death of Jurkat FADD-/- cells; Jurkat FADD-/- TNF necroptosis rescue, ATP luminescence, 24 h; 0 = TNF only, 100 = no-TNF cells; actives 0.068% (n = 220,000); activation (protection from cell death), % at 10 µM;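 active = activation, meaning protection from cell death, of at least 50% relative to plate controls; inactive = activation below 50%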;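 note: necroptosis triggered by 40 ng/mL TNF-alpha added together with compound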
L929 necroptosis – blocks zVAD induced death of L929 cells. L929 zVAD necroptosis rescue, ATP luminescence, 24 h; with zVAD 60 µM. viability rescue, % at 10 µM. actives 0.38% (n = 220,000). AID 1377;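 active = activation, scaled between plate controls, above about 75%, limit read from the data; inactive = activation under that limit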;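 note: 0% = zVAD with DMSO and 100% = DMSO alone without zVAD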
EP2 mod – EP2 receptor (human) modulation | P43116 | EP2-expressing cells, cAMP HTRF FRET, PGE2 co-stimulation | induction, % at 25 µM | actives 0.83% (n = 260,000);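 active = compounds whose cAMP rise, as percent of the full-agonist control response, exceeds 60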;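 note: rat C6 glioma line stably carrying human EP2 under a CMV promoter; the protocol text gives 20 µM as final concentration; 100% = response of wells given 1 µM PGE2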
Hck Nef HTS – blocks Nef-activated human Hck kinase. P08631. Recombinant Hck-YEEI plus Nef, Z-Lyte FRET kinase assay. inhibition, % at 20 µM. actives 0.68% (n = 220,000);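 active = Hck-Nef kinase inhibition above about 50%, limit read from the data; inactive = inhibition below that limit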;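 note: 0% = DMSO with Hck plus Nef and 100% = Hck alone without Nef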
Target sequence (P08631 whole entry, looked up): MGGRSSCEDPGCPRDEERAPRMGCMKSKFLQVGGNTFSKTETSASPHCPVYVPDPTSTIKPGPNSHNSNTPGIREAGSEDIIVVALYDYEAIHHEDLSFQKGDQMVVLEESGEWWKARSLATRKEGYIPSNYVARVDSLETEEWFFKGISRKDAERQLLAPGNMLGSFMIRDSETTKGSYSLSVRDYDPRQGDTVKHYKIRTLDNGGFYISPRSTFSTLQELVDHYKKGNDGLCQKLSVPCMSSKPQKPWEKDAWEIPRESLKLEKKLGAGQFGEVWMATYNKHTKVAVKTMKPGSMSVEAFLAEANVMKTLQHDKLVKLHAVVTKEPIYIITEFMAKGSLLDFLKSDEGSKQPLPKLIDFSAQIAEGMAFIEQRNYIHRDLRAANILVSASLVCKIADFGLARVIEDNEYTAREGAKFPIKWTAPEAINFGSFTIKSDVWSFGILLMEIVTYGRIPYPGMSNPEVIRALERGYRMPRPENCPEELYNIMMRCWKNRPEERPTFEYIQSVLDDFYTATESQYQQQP
PERK inhibitor – human PERK inhibition, primary cell-based screen | inhibition, % at 5.6 µM | actives 0.17% (n = 220,000) | CHO PERK-DD fusion, SEAP luminescence translation reporter;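 active = inhibition above the mean inhibition of all tested compounds plus 3 SD, set separately per screening campaign, cut at about 2.9% in these data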;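 note: PERK kinase domain activated by AP20187 dimerizer at 100 nM; 0% = DMSO with dimerizer and 100% = rapamycin at 8.4 µM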
* hit, by the source's call; / = not tested or not shown; & = joins results of further samples. Some of the compounds tested; rates above refer to the full screens.

Compound	L929 necroptosis	Runt-SMMHC FRET	Hck Nef HTS	RBBP9 inh	PGE2 EP2 inh	EP2 mod	Runt-CBFb FRET	PERK inhibitor	TNF death inh
Cc1[nH]n2c(=O)c3c(nc2c1-c1ccc(Cl)cc1)CCC3	0.9	-1	-2	-7	-2	-64	0	0.3	1.4
Cc1cc(Nc2ncc(Cl)cc2Cl)n[nH]1	1.2	5	4	-1	13	17	2	0.5	8.4
C=CCNC(=O)N1CCCC(C(=O)c2cccc(Cl)c2)C1 (stereo not drawn)	0.5	-4	0	-5	1	5	1	1.4	1.1
COc1ccc(C(=O)CSc2nc3ccccc3n2CC(=O)NC(C)(C)C)cc1	0.1	0	1	3	13	-13	0	0.0	-1.3
Cc1ccc(CCNC(=O)C2CCCN(S(=O)(=O)c3cccc4nsnc34)C2)cc1 (stereo not drawn)	-0.1	-5	0	-2	36	-6	2	-1.6	-2.1
O=c1[nH]c(N2CCCCC2)nc2ncn(Cc3ccccc3)c12	0.2	0	18	-2	9	-7	0	-0.2	2.8
COc1ccc([C@H]2C=C3CN(C(=O)OC(C)(C)C)S(=O)(=O)[C@H]3C[C@H]2OC(=O)c2cccs2)cc1	0.8	-1	1	/	6	7	0	/	1.3
Cc1ccc(NC(=S)N2CCC(c3ccc(C)cc3)C2)cc1 (stereo not drawn)	0.2	22	-49	0	2	-13	45	1.7	0.9
O=C1CN(C(=O)c2ccc(Br)o2)C(c2ccccc2)c2cc(F)ccc2N1 (stereo not drawn)	-0.4	2	2	-4	12	6	4	-2.1	-2.1
CCCc1cc2c(cc1NC(=O)c1ccccc1F)OCO2	/	-1	-23	-4	6	21	-3	-0.7	-1.2
C=CCN1CCN(C(c2ccc(Cl)cc2)c2nnnn2CCc2ccc(OC)c(OC)c2)CC1 (stereo not drawn)	0.0	2	-1	-6	7&8	26&-32	-3	-1.2	0.5
Cc1c2ccccc2cc[n+]1CCCS(=O)(=O)[O-]	2.2	-3	-35	-1	5	0	-1	1.4	0.2
Oc1ccccc1Oc1ncc(Br)c(N2CCOCC2)n1	1.6	5	1	1	12	-1	0	-0.3	-2.3
COc1cccc(N2CCN(c3c(C#N)c(C(F)(F)F)nn3C)CC2)c1	0.3	1	4	5	9	-17	-2	-2.5	-1.6
CC(=O)c1c(C)[nH]c(C2=NNC(=NCc3ccccc3)SC2)c1C	12	-4	23	-1	4	-18	-1	0.3	5.7
C=CCSc1nc(Cc2ccc(Cl)cc2)nc2ccccc12	0.1	0	0	-7	7	58	-4	0.6	-4.0
COc1cccc(C(=O)NNc2nc(C)cc(C)n2)c1	-0.2	5	3	-8	13	-2	-2	0.2	-0.1
CC(C)(C)OC(=O)NCCCC[C@H](NC(=O)c1[nH]cnc1C(=O)Nc1ccccc1)C(=O)OC(C)(C)C	1.5	-4	36	/	8	0	-5	/	1.3
Cc1sc2nc(C(C)C)nc(SCC(=O)N3c4ccccc4CC3C)c2c1C (stereo not drawn)	0.5	-1	0	-19	9	30	0	-0.4	1.0
O=[N+]([O-])c1ccc(COc2cccc(CNc3ccc(F)cc3)c2)cc1	-0.4	-1	0	-6	7	-18	1	0.5	1.9
CC(=O)c1c(C)nc(-c2ccccc2)nc1NC(=O)C(C)C	-0.3	-2	-21	-13	11	-14	3	-1.5	-0.4
CCOC(=O)c1cnc(SCC(=O)Nc2ccc(N3CCOCC3)cc2)nc1N	0.5	-1	1	1	/	-30	3	-0.2	0.0
CC(C)NC(=O)C1CCN(C(=O)c2cc3sccc3n2Cc2ccc(F)cc2)CC1	0.6	0	-1	0	-5	-22	1	-0.4	-8.2
c1ccc2c(c1)[nH]c1c(N3CCC4(CC3)OCCO4)ncnc12	-0.2	-1	-1	-6	16	-32	2	-1.1	-3.5
N#Cc1ccc(OCc2noc(-c3ccsc3)n2)cc1	1.0	1	1	-2	16	-27	1	-0.3	1.5

4 successive entries already listed, for reference:
Compound	L929 necroptosis	Runt-SMMHC FRET	Hck Nef HTS	RBBP9 inh	PGE2 EP2 inh	EP2 mod	Runt-CBFb FRET	PERK inhibitor	TNF death inh
C=CCSc1nc(Cc2ccc(Cl)cc2)nc2ccccc12	0.1	0	0	-7	7	58	-4	0.6	-4.0
COc1cccc(C(=O)NNc2nc(C)cc(C)n2)c1	-0.2	5	3	-8	13	-2	-2	0.2	-0.1
CC(C)(C)OC(=O)NCCCC[C@H](NC(=O)c1[nH]cnc1C(=O)Nc1ccccc1)C(=O)OC(C)(C)C	1.5	-4	36	/	8	0	-5	/	1.3
Cc1sc2nc(C(C)C)nc(SCC(=O)N3c4ccccc4CC3C)c2c1C (stereo not drawn)	0.5	-1	0	-19	9	30	0	-0.4	1.0

The list continues:
Compound	L929 necroptosis	Runt-SMMHC FRET	Hck Nef HTS	RBBP9 inh	PGE2 EP2 inh	EP2 mod	Runt-CBFb FRET	PERK inhibitor	TNF death inh
Cc1ccc(C)c(N2CCN(CCCNC(=O)Cn3cc4c(n3)CCC(C)C4)CC2)c1 (stereo not drawn)	2.4	-4	15	-2	/	-15	-1	-0.4	-2.5
CN(C)S(=O)(=O)c1cccc(NC(=O)CSc2nc3ccccc3[nH]2)c1	5.3	0	0	-5	9	-22	0	1.2	1.9
CC(c1ccccc1)C1CC(=O)N(CC(=O)O)C1=O (stereo not drawn)	0.4	-2	7	2	16	0	2	2.4	-1.2
Cc1nc(C(=O)NC(C)C)nn1-c1cc(Cl)cc(Cl)c1	4.6	-2	2	-5	3	16	2	0.3	0.4
Cc1[nH]c(C)c(C(=O)O)c1CNC1CCCCC1C (stereo not drawn)	1.4	2	1	-8	10	19	2	0.5	1.1
Cc1cc(C(=O)Nc2c(C)nn(Cc3c(Cl)cccc3Cl)c2C)no1	1.5	-7	2	-5	8	-13	-1	0.8	0.4
CCc1ccc(CN(C)CC(=O)Nc2ccccc2[N+](=O)[O-])cc1	0.5	-2	0	-4	6	20	-4	0.2	1.0
Cc1ccc(C)c(N(C(=O)Cc2cccs2)C(C(=O)NC2CCCC2)c2ccc(C)o2)c1 (stereo not drawn)	0.0	5	0	-7	7&6	-1&39	-1	1.6	-3.4
COc1ccc(S(=O)(=O)N(C)C2CCS(=O)(=O)C2)cc1OC (stereo not drawn)	-0.3	-2	1	-6	14	3	2	1.1	-1.5
CCN(c1ccccc1)S(=O)(=O)c1ccc(OC)c(NC(=O)CNCCc2ccccc2)c1	0.5	-1	8	-8	8	0	-3	0.2	-1.5
O=C(CCCOc1ccc(Cl)cc1)Nc1ccc(N2CCOCC2)cc1	1.7	11	17	-8	5	-21	8	-0.4	2.5
N#Cc1nc(-c2cccc(Cl)c2)oc1NCc1cccnc1	-0.7	0	-2	-4	9	-66	2	-0.3	0.3
N#Cc1ncc(C(F)(F)F)cc1Sc1ccc(N)cc1	0.0	0	2	19*	9	20	10	0.9	0.7
COc1ccccc1C(=O)ON=C1c2ccccc2-c2ccccc21	1.5	0	-3	-12	2	-8	-1	-0.7	1.4
O=C(COc1cccc(Cl)c1)Nc1ccc2c(c1)CCC2	0.7	-2	-1	-10	7	-92	-2	-0.1	1.2
COC(=O)c1ccc(Cn2nc(C)cc2C)cc1	-0.4	1	1	10	15	14	1	0.9	1.7
CCNC(=O)CC1C(=O)N(c2ccc(F)cc2)C(=O)N1CCc1ccc(OC)cc1 (stereo not drawn)	-0.3	0	2	1	4	-1	0	0.4	-0.7
O=C(N/N=C/c1ccc(O)cc1)c1cc[n+](Cc2ccccc2)cc1	0.3	3	1	0	6	12	0	1.2	1.5
O=S(=O)(Cc1ccccc1)N1CCc2ccccc2C1	-0.1	-2	-22	-11	8	4	0	-0.8	0.4
CC(C)(C)NC(=O)c1ccc(NC(=O)CSc2ccccc2)cc1	20	-2	-15	-2	5	-14	-1	0.1	1.8
CCC(/C=N/NC(=O)c1ccccc1F)CC	1.9	-4	15	-4	9	18	0	0.4	-0.5
Cc1ccc(NS(=O)(=O)c2ccc(N3C(=O)CCC3=O)cc2)cc1	0.9	24	4	4	3	-13	2	-0.2	-0.2
NC(=O)NC(=O)Nc1ccccc1Cl	-0.6	-2	1	-8	10	18	-1	-0.1	-1.3
O=c1c2ccccc2nc2n1CCN2	0.2	2	-1	0	5	-5	-2	-0.8	-0.9
Cn1ncc(Br)c1NC(=O)Nc1ccc(OC(F)(F)F)cc1	-0.4	2	-8	0	6	-36	1	-1.1	3.6
Cc1ccc2cc(C3CC(c4ccco4)=NN3C(=O)CCCC(=O)O)c(Cl)nc2c1 (stereo not drawn)	0.9	-6	-12	9	6	18	16	1.2	1.1
COc1ccccc1N(CC(=O)Nc1ccc(S(=O)(=O)N2CCCCC2)cc1)S(C)(=O)=O	0.3	-2	10	-10	8	-9	-4	-1.1	0.1
CCN(CC)CCn1c(SCC(=O)NCc2ccccc2)nc2c(sc3ccccc32)c1=O	-0.4	1	11	-4	14	-20	5	0.3	1.1
COc1ccc(/C(O)=C2/C(=O)C(=O)N(CCN(C)C)C2c2ccc(F)cc2)cc1Cl (stereo not drawn)	0.5	0	4	-2	11	19	0	0.3	1.3
Cc1cc2ccccn2c1C(=O)c1ccc(NN)c([N+](=O)[O-])c1	1.9	-5	1	-3	5	-44	7	0.2	-5.2
Cc1nnc(SCc2nc3sc4c(c3c(=O)[nH]2)CCCC4)[nH]c1=O	1.7	-12	8	-5	12	14	0	0.8	0.8
CCOCCn1c(CC)nc2ccccc21	0.6	-6	15	0	7&10	-14&10	1	0.1	0.4
O=C1NC(Nc2ccccn2)(C(F)(F)F)C(=O)N1c1ccc(F)cc1 (stereo not drawn)	-1.1	1	9	-8	7	2	-1	0.0	-0.6
COc1ccc(/C=N/Nc2cc(N3CCCC3)nc(N3CCCC3)n2)cc1	8.5	-3	16	-7	5	-34	1	-0.5	2.1
CN=C(C)/C(C(=O)OC)=C(/O)c1ccccc1F	-0.7	1	19	-2	4	-15	-1	1.7	2.5

Pulled one by one from above:
Compound	L929 necroptosis	Runt-SMMHC FRET	Hck Nef HTS	RBBP9 inh	PGE2 EP2 inh	EP2 mod	Runt-CBFb FRET	PERK inhibitor	TNF death inh
O=C1NC(Nc2ccccn2)(C(F)(F)F)C(=O)N1c1ccc(F)cc1 (stereo not drawn)	-1.1	1	9	-8	7	2	-1	0.0	-0.6
Cc1nnc(SCc2nc3sc4c(c3c(=O)[nH]2)CCCC4)[nH]c1=O	1.7	-12	8	-5	12	14	0	0.8	0.8
CCN(CC)CCn1c(SCC(=O)NCc2ccccc2)nc2c(sc3ccccc32)c1=O	-0.4	1	11	-4	14	-20	5	0.3	1.1

High-throughput results as filed in PubChem BioAssay.
